TTR transcr act: increases transthyretin transcription; AID 1117267; activation, % at 16.7 µM; 1.3% of 92,000 active; SH-SY5Y TTR promoter Gaussia luciferase, luminescence; 100% = recombinant luciferase protein wells;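 active = activation above the mean of all tested compounds plus 3 SD, cut at about 9.5% in these data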;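 note: cells exposed to compounds for one day before reading; 0% = median of all test compound wells on the plate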
* marks the source's active call; other numbers are inactive results. Only part of the results is shown (hit frequency here may not be typical).

mol	TTR transcr act
CC(C)(C)N1CSC(=S)N(Cc2ccccc2)C1	-0.2
Cc1cc(Cl)ccc1NC(=S)N1CCC(C(N)=O)(N2CCCCC2)CC1	-1.0
COc1ccc(OC)c(N(CC(=O)NCCSc2ccccc2)S(C)(=O)=O)c1	-0.8
O=C(Nc1cccc(S(=O)(=O)Nc2ccc(Cl)cc2)c1)c1ccc2c(c1)OCCO2	-3.9
CC1=C(C(=O)N2CCCCCC2)CC(CC(=O)NC(c2ccccc2)c2ccccc2)C(=O)N1Cc1ccccc1 (configuration not stated)	-1.5
Nc1nnc(CC(=O)N/N=C\c2cc([N+](=O)[O-])ccc2O)s1	-0.7
O=C(NCCc1ccc(C(F)(F)F)cc1)C1COc2ccccc2O1 (configuration not stated)	0.1
COc1cc(CNC(C)c2ccccc2)cc(Br)c1OCc1ccc(F)cc1 (configuration not stated)	-0.7
CCCCNC(=S)N/N=C/C1=CCC2CC1C2(C)C (configuration not stated)	-2.2
Cc1ccc(S(=O)(=O)NC(=O)c2cc(C)n(-c3ccccc3)c2C)cc1	0.9
CCN1C(=O)[C@H]2[C@H]3CN=C(SCC(=O)c4ccccc4)N3[C@@](CC)(C(=O)OC)[C@H]2C1=O	-0.1
CCCCOc1c(Br)cc(CNCCCN2CCOCC2)cc1OC	-0.3
O=C(NC1CCCCC1)c1ccc(Br)o1	2.4
COC(OC)c1ccnc(-c2ccc(OC(=O)c3cccs3)cc2)n1	1.7
O=C(Nc1ccccc1C(=O)N/N=C/c1ccc(F)cc1)c1ccccc1Br	0.8
O=C(c1cccc(S(=O)(=O)Nc2ccc(F)cc2)c1)N1CCC1	-0.9
CCc1nc2ccccc2c(C(=O)OCC(=O)NCCCN2CCCC2=O)c1C	3.6
Cc1ccc(-c2ccc(=O)n(Cc3cccc(Br)c3)n2)cc1	0.3
Cc1ccc[n+](C(C)C(=O)c2ccc(-c3ccccc3)cc2)c1 (configuration not stated)	-0.8
COc1ccccc1Cc1c(C2CCCCC2)nc2ccc(Br)cn12	-1.1
O=C(COC(=O)/C=C/c1ccccc1[N+](=O)[O-])NCC(F)(F)F	0.0
CNC(=S)N(CCc1c(C)[nH]c2ccc(Cl)cc12)Cc1cc(OC)c(OC)c(OC)c1	1.7
CC(=O)Nc1ccc(NC(=O)C(NC(=O)c2ccc(Cl)cc2)C(C)C)cc1 (configuration not stated)	-0.7
Cc1cc(C)c2c(N)c(C(=O)c3ccccc3)sc2n1	-2.8
CCOC(=O)C1(CCc2ccccc2)CCN(C(=O)c2cccc(C)n2)CC1	0.8
Cc1ccc(C(=O)OCC(=O)N2CC(C)CC(C)C2)cc1S(=O)(=O)N1CCCCC1 (configuration not stated)	-2.3
CCCn1nnnc1NCc1ccc(C(C)C)cc1	0.7
COc1cc(CNCCNC(=O)c2cccs2)cc(OC)c1OC	0.5
CC(=O)C(Sc1ccc2nnc(-c3cccnc3)n2n1)C(C)=O	-0.2
Cc1ccc(-n2c([S-])c(C(=O)Nc3ccc(OC(F)F)cc3)[n+]3ccc(C(=O)NCCO)cc23)cc1C	-1.2
CC1(C(=O)Nc2ccc3c(c2)OCCO3)CCC(=O)N1C1CC1 (configuration not stated)	0.3
O=c1[nH]c(S)c(/C=C2\C=Nc3ccccc32)s1	-0.4
Cc1nc2cc(C(=O)NCc3cccnc3)ccc2n1-c1ccc(F)cc1F	0.5
COC(=O)CCNC(=O)c1ccc2nc(Cc3ccc(OC)c(OC)c3)oc2c1	0.4
Cc1cc2nncn2c2ccccc12	0.0
CN(C)c1nc(NCc2ccccc2)nc(N/N=C/c2cccc(Br)c2)n1	-1.0
COc1ccc(/C(CC2(O)C(=O)Nc3ccccc32)=N\O)cc1 (configuration not stated)	-1.9
Cc1ccccc1-n1c(=S)[nH]c2nc3c(cc2c1=O)COC(C)(C)C3	-1.0
CCOC(=O)c1c(C)n(C)c2ccc(OCC(N)=O)cc12	-1.0
CC(=O)Nc1ccc(/C=N/N2C(C)CCCC2C)cc1 (configuration not stated)	-1.1
Cc1nn(-c2ccccc2)c2c1C(c1ccc(F)cc1F)C(C#N)=C(N)O2 (configuration not stated)	4.9
N#CCN(C(=O)COC(=O)C1CC2CCCC(C1)C2=O)c1ccccc1 (configuration not stated)	-1.0
Cc1ccc(S(=O)(=O)c2nc(S(C)(=O)=O)sc2NCc2ccc3c(c2)OCO3)cc1	-1.3
CC(C)OC(=O)c1ccc(NC(=O)C2C3CC4OC(=O)C2C4C3)cc1 (configuration not stated)	-1.0
CCOC(=O)C1CCCN(c2c(N3CCN(c4cccc(Cl)c4)CC3)c(=O)c2=O)C1 (configuration not stated)	0.3
CC1(C)OC(=O)C=C[C@]2(C)[C@H]3CC[C@@]4(C)[C@H](c5ccoc5)OC(=O)[C@H]5O[C@]54[C@]3(C)C(=O)C[C@@H]12	-2.0
CCOC(=O)CSc1nc(CC)nc2ccccc12	-0.7
CC1CCC(NC(=O)C(NC(=O)c2ccccc2)C(C)C)CC1 (configuration not stated)	1.0
CCCCCCn1cc(C(=O)O)c(=O)c2cc(F)c(N3CCCCC3)cc21	2.4
CC1(c2nnnn2-c2ccc3c(c2)OCCO3)CCC(=O)N1CCc1c[nH]c2ccccc12 (configuration not stated)	0.8

Further entries:
mol	TTR transcr act
COc1cccc(CNc2nc3cc(-c4cccc(OC)c4)sc3c(=O)n2C)c1	-2.1
O=C(O)c1ccc2c(c1)C(=O)N(c1ccc(/C=C/C(=O)c3ccccc3)cc1)C2=O	-0.5
COc1ccc(OCCSc2ccc(S(=O)(=O)N3CCCC3)cn2)cc1	0.8
COC(=O)C1C2C=CC3(CN(c4cccc(C)c4)C(=O)C13)O2 (configuration not stated)	4.7
Cc1ccc(-c2nnn(C/C(N)=N/O)n2)cc1	1.9
Fc1ccc(Nc2nc(-c3ccncc3)cs2)cc1	0.6
CCCC(=O)N(c1ccccc1)C1C=CS(=O)(=O)C1 (configuration not stated)	-0.4
OCC1=C[C@@H](O)[C@@H]2C=CO[C@@H](O[C@@H]3O[C@H](CO)[C@@H](O)[C@H](O)[C@H]3O)[C@H]12	2.2
Cc1cc(C(=O)CCl)c(C)n1-c1cccc([N+](=O)[O-])c1	1.0
Cc1ccc(SCC2(O)CCN(S(=O)(=O)c3ccc(Cl)cc3)CC2)cc1	-4.0

Gathered by group, those above containing a nitro group on carbon (3)
mol	TTR transcr act
Nc1nnc(CC(=O)N/N=C\c2cc([N+](=O)[O-])ccc2O)s1	-0.7
O=C(COC(=O)/C=C/c1ccccc1[N+](=O)[O-])NCC(F)(F)F	0.0
Cc1cc(C(=O)CCl)c(C)n1-c1cccc([N+](=O)[O-])c1	1.0

Further entries follow:
mol	TTR transcr act
Cc1c(C#N)c(O)n(CCO)c(=O)c1N=Nc1ccccc1	-0.4
CCC(CCC(=O)Nc1ccn(-c2ccccc2)n1)C(=O)O (configuration not stated)	0.5
CC(C)C[C@@H]1Cc2[nH]c(=S)[nH]c(=O)c2[C@H](C)O1	5.5
COC(=O)C1=C(C)NC(C)=C(C(=O)OC)C1C(=O)OC(C)C(=O)c1ccccc1 (configuration not stated)	-2.0
CCOC(=O)Cn1cnc2sc(C(=O)OC)c(C)c2c1=O	-0.1
Cc1cc(C(=O)NCCC2=CCCCC2)no1	3.5
CCCCn1c(C)csc1=Nc1cccnc1	0.9
O=C(CCC1CCN(C(=O)c2cc(C(F)(F)F)ccc2Cl)CC1)NC1CC1	17.2*
CC1(c2nnnn2-c2ccc3c(c2)OCCO3)CCC(=O)N1CCc1ccccc1F (configuration not stated)	1.0
COc1ccc2oc(=O)cc(CN3CCOCC3)c2c1	-0.1
Cc1cc(C)nc(SCc2nnc(SCC(=O)N3CCCc4ccccc43)n2C)n1	4.3
CN(C)CCNc1nc(-c2ccccc2F)c2sccc2n1	0.7
Cc1ccc(N2CCCC2=O)cc1S(=O)(=O)N1CCOCC1	-1.2
O=S(=O)(NCCCc1ccccc1)c1ccc(Br)cc1	-0.6
Nc1nccnc1C(=O)N/N=C/c1ccco1	-1.3
COc1cc(/C=C(/C#N)c2nc3ccccc3c(=O)[nH]2)ccc1O	-1.5
O=C(CSc1ccc2ccccc2n1)Nc1nsc(-c2ccc(Cl)cc2)n1	3.3
O=C(CSc1nc2ccccc2[nH]1)NCC1CCCO1 (configuration not stated)	-0.2
CCOC(=O)/C(=C/Nc1ccc(F)cc1)[N+](=O)[O-]	0.8
Cc1ccc(-c2nnn(CC(=O)N(Cc3cccs3)C(C(=O)NC(C)(C)C)c3ccco3)n2)o1 (configuration not stated)	-2.0
COCCn1c(C)cc(C(=O)COC(=O)c2cccnc2SC)c1C	0.9
O[C@H]1C[C@H](c2ccccc2)N(CC2CCCCC2)C[C@@H]1n1cc(-c2ccc(F)cc2)nn1	1.9
Cc1ccc(C(=O)CNc2ccc(Br)cc2)cc1	1.3
N#C/C(=C\c1c(N2CCCCC2)nc2ccccn2c1=O)S(=O)(=O)c1ccccc1	-1.1
COc1cc(OC)c(C(=O)NCCCN2CCOCC2)cc1OC	1.4
O=C(Cn1nnc(-c2cccs2)n1)NNC(=O)c1ccccc1Cl	2.3
CC(C)NCCOCCOc1ccc(Cl)cc1Br	-0.2
COc1ccc(NC(=O)C/C(C)=N/NC(=O)c2cnccn2)cc1Cl	-0.6
Cc1ccc(-c2nc(CS(=O)(=O)CC(=O)NC3CCCCC3C)c(C)o2)cc1 (configuration not stated)	2.6
N#Cc1ccccc1OCC(=O)NCC(c1cccs1)N1CCOCC1 (configuration not stated)	0.7

Structural class: those above containing a furan ring, fused or not
mol	TTR transcr act
O=C(NC1CCCCC1)c1ccc(Br)o1	2.4
CC1(C)OC(=O)C=C[C@]2(C)[C@H]3CC[C@@]4(C)[C@H](c5ccoc5)OC(=O)[C@H]5O[C@]54[C@]3(C)C(=O)C[C@@H]12	-2.0
Nc1nccnc1C(=O)N/N=C/c1ccco1	-1.3
Cc1ccc(-c2nnn(CC(=O)N(Cc3cccs3)C(C(=O)NC(C)(C)C)c3ccco3)n2)o1 (configuration not stated)	-2.0

New compounds follow.
mol	TTR transcr act
COc1ccccc1NCC(=O)NC(=O)NC1CCCCC1	0.6
CCN(C(=O)COC(=O)C1CCN(S(=O)(=O)c2ccc3c(c2)OCCO3)CC1)C1CCS(=O)(=O)C1 (configuration not stated)	-1.7
Cc1ccc(Cl)cc1NC(=O)C1CC1c1ccccc1 (configuration not stated)	-1.9
Fc1ccccc1NC(=S)N/N=C/c1ccccc1Br	4.4
N#Cc1ccc(COC(=O)c2ccc(N3CCCC3)c([N+](=O)[O-])c2)cc1	-0.6
Cn1c(=O)c2ncn(CC(=O)Nc3ccc4c5c(cccc35)CC4)c2n(C)c1=O	2.1
O=C(O)CCCN1C(=O)/C(=C\c2ccc(-c3nc4ccccc4s3)o2)SC1=S	0.3
COCC1CCCN(C(=O)c2ccc3oc(C(C)C)nc3c2)C1 (configuration not stated)	-3.9
C/C(CC(=O)Nc1ccccc1C)=N\NC(=O)Cc1csc(N)n1	-0.1
O=C(O)C12C3CCC(O3)C1(C(=O)O)C1CCC2O1 (configuration not stated)	-0.2
Cc1ccc(NS(C)(=O)=O)c(C(=O)c2ccccc2)c1	2.2
Oc1ccccc1/C=N/NC(=S)NC1CC2CCC1C2 (configuration not stated)	-1.4
CCn1nnnc1SCC(=O)N1c2ccccc2Sc2ccccc21	-4.3
COCCn1c(=O)[nH]c2cc(C(=O)Nc3nnc(C)s3)ccc21	-1.6
COc1ccc(NC(=O)C2CCCN(c3c4c(nc5ncnn35)CCC4)C2)cc1OC (configuration not stated)	-0.4
CCCn1nnnc1NC(=O)c1cc(Br)ccc1OC	-0.7
Cc1cc(N/N=C/c2ccc(Cl)cc2Cl)nc(NCc2ccccc2)n1	0.0
COc1ccc(OC)c2c1sc(=NC(=O)C1CCCCC1)n2C	3.2
CCOC(=O)[C@@H]1[C@H]2COc3ccccc3[C@H]2N2C(=O)N(c3cccc(F)c3)C(=O)[C@]12C	-1.2
O=C(OCc1ccc(Cl)c(Cl)c1)c1cnccn1	-0.2
CC1(C(=O)NC2CCCC2)CCC(=O)N1C1CCN(Cc2ccccc2)CC1 (configuration not stated)	0.4
COc1ccc(S(=O)(=O)NCc2ccco2)cc1-c1nnc2c3ccccc3c(C)nn12	-0.8
Cc1cccc(/C=N/NC(=O)NC2CCCCC2)c1	0.6
Cc1ccc(C)c(OCCCC(=O)N2CCOCC2)c1	0.3
CCOC(=O)C1=C(C)N=c2s/c(=C\c3ccc(O)c([N+](=O)[O-])c3)c(=O)n2C1c1ccccc1OC (configuration not stated)	-0.7
COC(=O)c1ccc(-n2c(C)cc(C(=O)COC(=O)C3=COCCO3)c2C)cc1	0.9
CCn1ncc(Br)c1C(=O)Nc1cc(C)cc(C)c1	-0.3
COc1cccc(N(C(=O)c2snc(C(N)=O)c2N)C(C(=O)NCc2ccccc2)c2ccc(O)cc2)c1 (configuration not stated)	-4.1
COCCNC(=O)/C(C#N)=C1\N=C(NC(=O)c2ccco2)c2ccccc21	-2.2
O=C(NCc1ccccc1)N1CCC(Cc2ccccc2)CC1	-0.2
Cc1ccc(CNC(=O)C(N=C2NS(=O)(=O)c3ccccc32)C(C)C)cc1 (configuration not stated)	1.0
O=C(Oc1ccc[nH]c1=O)c1cccc(Cl)c1	4.9
O=c1c2ccccc2ncn1-c1cccc([N+](=O)[O-])c1	-0.6
Cc1c(C(=O)N2CCOCC2)[nH]c2ccc(OCc3ccccc3)cc12	1.3

Sorted by the number under TTR transcr act (descending): 3 of the compounds above.
mol	TTR transcr act
Cc1c(C(=O)N2CCOCC2)[nH]c2ccc(OCc3ccccc3)cc12	1.3
Cc1ccc(CNC(=O)C(N=C2NS(=O)(=O)c3ccccc32)C(C)C)cc1 (configuration not stated)	1.0
O=c1c2ccccc2ncn1-c1cccc([N+](=O)[O-])c1	-0.6

Screening results: PubChem BioAssay, The Scripps Research Institute Molecular Screening Center
